# TDP2 inh: blocks human TDP2 phosphodiesterase activity. O95551. recombinant TDP2, T5PNP hydrolysis, p-nitrophenol absorbance 415 nm. inhibition, % at 12.8 µM. 370,000 tested, 0.34% active. AID 720702;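 active means inhibition above the mean of all tested compounds plus 3 SD, set per campaign, cut at about 25% in these data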;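 further: 0% = DMSO with enzyme and 100% = buffer with substrate but no TDP2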
# Target sequence (O95551 whole entry, looked up): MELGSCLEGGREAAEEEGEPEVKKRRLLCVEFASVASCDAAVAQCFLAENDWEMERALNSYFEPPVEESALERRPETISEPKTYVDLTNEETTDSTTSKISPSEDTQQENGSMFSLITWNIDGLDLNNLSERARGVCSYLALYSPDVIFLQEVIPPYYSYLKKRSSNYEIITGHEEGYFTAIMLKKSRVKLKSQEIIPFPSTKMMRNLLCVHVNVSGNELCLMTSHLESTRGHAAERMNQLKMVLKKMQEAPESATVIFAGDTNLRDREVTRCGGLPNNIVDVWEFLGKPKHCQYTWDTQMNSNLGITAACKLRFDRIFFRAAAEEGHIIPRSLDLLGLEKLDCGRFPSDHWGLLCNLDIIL
#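 Read-out basis: percent inhibition. System: recombinant human TDP2. Buffer or medium: Mg2+-containing Tris-HCl buffer, pH 7.5. Repeats: single replicate. Timing: reaction 2 h, 37 °C. Benchmarks: high control without enzyme, low control DMSO plus TDP2. Probe or stimulus: 5 mM T5PNP. Doses: 12.8 µM only. Measured by: epi absorbance of p-nitrophenol freed from T5PNP by hydrolysis.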
# SIAE inh: human SIAE inhibition, primary screen; SIAE FP-Rh probe binding, fluorescence polarization; Q9HAT2; inhibition, % at 9.66 µM; AID 1053197; 370,000 tested, 0.69% active;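 active means inhibition above a cutoff: mean of compounds within the control limits plus 3 SD of those, cut at about 17% in these data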;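 further: 0% = plate median of compound wells and 100% = probe without SIAE protein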
# GC-B act: GC-B (human) receptor activation. AID 1920062. HEK293-GC-B cells, CNP EC30, cGMP TR-FRET; 0% at EC30 CNP, 100% saturating CNP. 370,000 tested, 0.11% active. activation, % at 10 µM;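 active means activation at 10 µM reaching about 35% in either raw or pattern-adjusted values, limit read from the data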
# ABHD4 inh: inhibits mouse alpha/beta hydrolase domain 4. purified mABHD4, FP-Rh probe fluorescence polarization. inhibition, % at 8.92 µM. 370,000 tested, 0.54% active. AID 720543;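 active means inhibition exceeding the mean over every tested compound plus 3 SD, cut at about 30% in these data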;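 further: 0% = plate median of compound wells and 100% = S159A mutant with DMSO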
#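 system = mouse ABHD4 enzyme, wild type | medium = HEPES pH 7.0, NaCl, Pluronic buffer | also added = FP-Rh probe | incubation = Enzyme–compound pre-incubation 45 min, then probe 60 min, both 25 °C | technique = fluorescence polarization, excitation 525 nm, emission 598 nm, BODIPY TMR filters | controls = S159A mutant high control, sample median low control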
# rCAG binder: molecules binding r(CAG) RNA repeats; r(CAG) RNA repeat, TO-PRO-1 dye displacement fluorescence; inhibition, % at 3 µM; 370,000 tested, 1.3% active; AID 651821;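 active means inhibition above the plate cutoff, the mean of all test compounds on that plate plus 3 SD, cut at about 35% in these data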;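 further: 0% = DMSO alone and 100% = 100 µM mitoxantrone as full dye displacement; higher means more dye released from RNA so lower well fluorescence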
# MBD2 inh: MBD2-methylated oligo binding inhibition; Q9UBB5; TR-FRET, MBD2 binding to methylated oligonucleotide; inhibition, % at 4.4 µM; 370,000 tested, 0.31% active; in the data active means inhibition above about 13%
# Target sequence (Q9UBB5 whole entry, looked up): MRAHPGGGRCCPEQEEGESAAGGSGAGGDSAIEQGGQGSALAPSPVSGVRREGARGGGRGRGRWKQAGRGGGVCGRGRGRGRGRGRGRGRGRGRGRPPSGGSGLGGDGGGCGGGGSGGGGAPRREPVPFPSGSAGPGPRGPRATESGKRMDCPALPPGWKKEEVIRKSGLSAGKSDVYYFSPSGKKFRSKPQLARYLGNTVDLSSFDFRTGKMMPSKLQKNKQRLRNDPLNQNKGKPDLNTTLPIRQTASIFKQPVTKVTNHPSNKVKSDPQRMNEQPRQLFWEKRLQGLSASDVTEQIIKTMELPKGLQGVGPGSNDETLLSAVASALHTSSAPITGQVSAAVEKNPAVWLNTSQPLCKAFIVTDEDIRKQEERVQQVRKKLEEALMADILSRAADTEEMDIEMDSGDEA
# TCR CD3 inh: inhibitors of human TCR-CD3 interaction; 360,000 tested, 0.37% active; inhibition, % at 9.4 µM; TAMRA-labeled TCR probe fluorescence, biochemical; AID 651800; in the data active means inhibition above about 19%;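 further: recombinant mutant TCR 2C K166C tagged with TAMRA read by polarization; 0% = receptor in buffer alone and 100% = receptor with positive control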
# HTRA1 inh: HTRA1 (human) protease inhibition. Q92743. recombinant HTRA1, FP-rhodamine activity-based probe, fluorescence polarization. inhibition, % at 5.96 µM. 340,000 tested, 0.5% active; in the data active means inhibition above about 36%;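 further: 0% = enzyme with DMSO and 100% = wells lacking enzyme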
# PRMT1 FP inh: inhibitors of human PRMT1; recombinant PRMT1, activity-based probe fluorescence polarization; inhibition, % at 2.79 µM; 370,000 tested, 1.3% active;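 active means inhibition above about 21% made by adding two undisclosed values, limit read from the data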
# LEDGF integ inh: blocks HIV-1 LEDGF/p75-dependent DNA integration; TR-FRET IN-LEDGF/p75 DNA integration, Eu/Cy5; inhibition, % at 3.7 µM; 370,000 tested, 0.64% active; AID 743269;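 active means inhibition above the screen-wide mean plus 3 SD, cut at about 13% in these data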;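 further: signal is the Cy5 over europium emission ratio at 671 and 618 nm; 0% = plate median of compound wells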
# The depositor's hits bear a star; · = not tested or not shown. Only part of the results is shown; the hit share may differ from the screen's.
SMILES,TDP2 inh,SIAE inh,GC-B act,ABHD4 inh,rCAG binder,MBD2 inh,TCR CD3 inh,HTRA1 inh,PRMT1 FP inh,LEDGF integ inh
COc1cccc(/C=C/c2nc(S(=O)(=O)c3ccccc3)c(N(C)C)o2)c1,-6,0,1,-5,2,-1,2,0,-2,-2
COc1c(/C=N/Nc2nc(N3CCCCC3)nc(N3CCCCC3)n2)cccc1[N+](=O)[O-],4,0,0,4,0,-3,-3,2,5,2
O=C(NCCN1CCOCC1)c1cc(-c2ccccc2Cl)on1,7,0,-1,6,-7,3,2,7,5,-1
CSC1=N/C(=C/c2cccnc2)C(=O)N1Cc1ccccc1,4,-3,2,-3,-1,3,2,-6,-2,0
CN(C)S(=O)(=O)c1ccc(Cl)c(NC(=O)CN2C(=O)NC3(CCCC3)C2=O)c1,1,-2,2,4,-2,3,-4,-1,3,-2
Cc1ccccc1-c1nn(-c2ccc(F)cc2F)cc1CNC1CC1,13,-5,0,0,-5,2,5,·,1,-2
CCCCn1nnnc1C1(C)CCC(=O)N1Cc1ccco1 (stereo unspecified),-9,-2,2,-9,1,1,-10,·,8,-3
Cc1cnc(C(=O)NCCc2ccc(C(F)(F)F)cc2)cn1,2,7,-2,-3,-4,-3,-1,2,2,-1
O=C(OCCN1CCCC12CCC(c1ccccc1)CC2)c1ccccc1 (stereo unspecified),1,-2,3,2,1,-1,·,·,4,3
Cc1cc(C(=O)NNS(=O)(=O)c2cccc(Cl)c2)nn1C(C)(C)C,-10,1,6,-1,1,-3,-2,1,4,-7
COc1ccc(NC(=O)c2cnn(-c3ccccc3)c2C)c(OC)c1,-11,-6,-11,-2,-5,1,-2,12,9,-7
COc1ccc(C2C=C(c3ccc(F)cc3)NC(=S)N2)cc1OC (stereo unspecified),11,2,0,-7,4,0,0,-5,1,1
CN(C)/C=N/c1nc(-c2ccc3ccccc3c2)cs1,-7,2,-5,-7,-1,2,1,-8,-1,0
Cc1cc(C)c[n+](C(C)C(=O)c2ccc(Cl)cc2)c1 (stereo unspecified),13,-4,5,-1,1,3,11,2,0,-1
CN(N=Cc1ccc2c(c1)OCO2)C(=O)c1ccccc1N,1,14,-5,4,2,0,-1,·,2,0
CCN(CC)c1ccc(/C=N/NC(=O)Nc2nonc2N)cc1,-2,7,-7,8,2,-1,0,5,0,-3
CC(=O)c1cc(O)c2ccccc2c1O,42*,-3,-1,39*,33,-6,1,32,45*,1
CCCCCOc1ccc(C(=O)Nc2ccc(S(=O)(=O)Nc3cc(C)on3)cc2)cc1,1,-1,-11,-6,7,0,2,3,1,2
CN(c1ccc(OCC(=O)OCC(=O)c2c(N)n(C)c(=O)n(C)c2=O)cc1)S(=O)(=O)c1ccc2ccccc2c1,-17,-41,5,-30,14,1,7,-26,-2,-1
NNC(=O)c1ccc(CN2C(=O)c3cccc4cccc2c34)cc1,4,-36,-3,-20,12,-3,5,-33,-1,-8

# Part of the list above, as tab-separated lines.
mol	TDP2 inh	SIAE inh	GC-B act	ABHD4 inh	rCAG binder	MBD2 inh	TCR CD3 inh	HTRA1 inh	PRMT1 FP inh	LEDGF integ inh
CCN(CC)c1ccc(/C=N/NC(=O)Nc2nonc2N)cc1	-2	7	-7	8	2	-1	0	5	0	-3
CC(=O)c1cc(O)c2ccccc2c1O	42*	-3	-1	39*	33	-6	1	32	45*	1

# New compounds follow.
SMILES,TDP2 inh,SIAE inh,GC-B act,ABHD4 inh,rCAG binder,MBD2 inh,TCR CD3 inh,HTRA1 inh,PRMT1 FP inh,LEDGF integ inh
c1ccc(Cn2ccnc2-c2ccco2)cc1,-14,-4,2,-15,0,3,-1,2,5,-2
CCOC(=O)[C@H]1[C@H]2COc3ccc(Br)cc3[C@H]2N2C(=O)CNC(=O)[C@@]12C,10,-1,-2,-7,-4,3,4,-3,3,0
C/C(=C\c1ccccc1)C(=O)NC1CCSC1=O (stereo unspecified),-3,2,1,0,5,-5,5,-3,-1,0
CN(C)c1ccc(C(C(=O)NC2CCCC2)N(C(=O)c2ccco2)C2CC2)cc1 (stereo unspecified),19,0,-2,6,-9,-1,-3,0,6,-5
COc1ccc(Br)cc1CNC(=O)C1CCCN(S(=O)(=O)N2CCC(C)CC2)C1 (stereo unspecified),1,-8,-3,-7,2,2,-4,-13,2,-7
CCc1nc(SCc2cc(Cl)ccc2OC)n[nH]1,-8,14,-1,-3,-1,-8,2,1,4,1
C=CCOc1ccc(/C=N/n2nnnc2N)cc1OC,2,1,3,1,-1,3,-3,-7,4,-5
O=C1Nc2ccc([N+](=O)[O-])cc2C1(O)N1CCCCC1 (stereo unspecified),4,2,0,3,-1,-2,3,-3,2,-5
c1ccc(OCCSc2nnc3sc4ccccc4n23)cc1,-3,2,·,5,2,-1,3,-15,-4,4
Cc1cc([N+](=O)[O-])nn1CC(=O)NC(C)c1ccccc1 (stereo unspecified),-2,-4,0,3,0,3,2,10,0,0
COc1cccc(CNC(=O)C2CCC(CNc3c(N4CCC(C)CC4)c(=O)c3=O)CC2)c1 (stereo unspecified),3,10,0,5,-4,3,2,1,6,-2
Cc1ccc(-c2nc3ccccc3o2)cc1NC(=S)NC(=O)c1cccs1,9,-34,1,1,5,-1,-1,-2,1,-1
CCOc1ncccc1C(=O)OCC(=O)Nc1ccc(Cl)cn1,-3,-3,6,-5,1,0,8,7,1,0
Fc1ccc(-n2c(-c3cc(C4CC4)[nH]n3)n[nH]c2=S)cc1Cl,-1,7,4,-5,3,2,-7,16,15,-3
CCOc1ccc(N2CC(C(=O)NCCC3=CCCCC3)CC2=O)cc1 (stereo unspecified),-7,5,-2,1,-6,-8,-2,-2,-2,4
COc1ccc(Br)cc1CNC(=O)c1ccc2c(c1)N(C)CCS2,-4,9,-4,1,6,2,4,-3,13,4
CC(=O)c1ccc(Sc2nnc(C)s2)c([N+](=O)[O-])c1,-3,-6,2,-5,2,-1,-6,5,2,4
Cc1ccc(NC(=O)c2ccc(Cl)c(N3C(=O)CCC3=O)c2)cc1,7,7,2,-4,-1,6,3,0,3,0
Cn1cnnc1SC1c2cccc3cccc(c23)C1NS(=O)(=O)c1ccc(Cl)cc1 (stereo unspecified),-4,-5,-3,-2,-3,3,-3,-17,1,-6
Nc1sc2c(c1C(=O)NC1CCS(=O)(=O)C1)CCCC2 (stereo unspecified),14,22*,0,21,15,0,-5,5,23*,0
CC1(C(=O)NS(=O)(=O)Cc2ccccc2C(F)(F)F)CCN1C(=O)Cc1cccs1 (stereo unspecified),1,1,-7,2,9,-3,1,·,-2,-1
CCN(CC1CCCO1)C(=O)CCc1nnc(CCc2ccccc2OC)o1 (stereo unspecified),-7,4,2,0,-7,6,8,-2,-2,-4
Cc1ccc(Cl)cc1-c1cc(C(=O)N2CCc3ccccc3C2)[nH]n1,-12,-5,6,-15,3,1,-2,·,2,0
Cc1ccccc1OCC(=O)Nc1sc2c(c1C#N)CCC2,-3,-1,7,-1,-2,3,3,-5,-5,-3
O=C1NCCCN1Cc1ccc(F)cc1,13,-5,4,3,6,1,-4,2,1,-7
O=C(NCC(c1ccco1)N1CCc2ccccc2C1)c1cccc(Br)c1 (stereo unspecified),8,6,-3,-2,5,-5,4,-25,5,2
O=C(NCC(=O)N1CCN(C(c2ccccc2)c2ccccc2)CC1)c1ccccc1F,-4,-10,-6,-6,-6,-1,-4,-13,-1,3
O=C(CCNc1ccc(Br)cc1)c1cccc([N+](=O)[O-])c1,2,2,-2,-3,1,-1,-3,0,28*,-4
CCN(CC)C(=O)CC[C@@H]1CC[C@]2(CCCN(Cc3cccc4ccccc34)C2)O1,2,3,-1,-3,-3,0,·,·,-3,4
O=S(=O)(c1cccs1)n1cccn1,2,7,1,2,-1,-6,-3,5,3,1
CCOc1cc(C=C(C(=O)OC)C(=O)OC)ccc1OCc1ccc([N+](=O)[O-])cc1,-18,2,10,-19,9,8,-4,-10,2,-4
COC(=O)[C@]1(Cc2ccccc2)N[C@H](CN(C)C(=O)Nc2ccc(C(F)(F)F)cc2)[C@@H]2C(=O)N(C)C(=O)[C@@H]21,-8,-3,1,-1,0,-1,3,6,-2,7
CCOC(=O)c1c(NC(=O)CSc2nc3cc(Cl)ccc3c(=O)n2Cc2ccco2)sc(C(=O)N(C)C)c1C,-10,-17,6,-3,13,1,5,-24,10,3
CC(C)[C@@H](N)C(=O)NC[C@H]1O[C@@H](n2cnc3c(=O)[nH]c(N)nc32)[C@H](O)[C@@H]1O,7,5,2,10,4,-1,5,·,-4,5
O=C(Nc1nc2ccc(Cl)cc2s1)c1ccc(N2CCCCC2)c([N+](=O)[O-])c1,-3,-7,-3,-7,6,3,0,0,1,-4
CCN1CCN(C(=O)/C=C/c2ccc(F)cc2)CC1,-1,-2,-6,2,-4,-4,4,·,-4,-2
c1ccc(CN=C2CCCc3ccccc3N2)cc1,-7,-9,-5,3,0,2,-1,0,-2,3
COc1cc(Cl)ccc1OCc1cc(C(=O)NCc2cc(C(C)C)no2)no1,1,5,2,4,-1,0,3,-3,0,2
COc1ccc(/C=C(/NC(=O)c2cccc([N+](=O)[O-])c2)C(=O)O)cc1OC,9,0,-1,3,1,2,1,-2,-2,2
CCOC(=O)Cn1c(=O)n(Cc2ccco2)c(=O)c2ccc(C(=O)NCCc3ccccc3)cc21,-14,-13,-3,-8,1,6,4,-7,13,1
O=C(CSc1nnc(-c2ccccc2Br)o1)N1CCN(C(=O)c2ccco2)CC1,2,0,-1,6,-7,-2,10,0,0,-3
CC(=O)NC(NC(=S)N1CCCCCC1)C(Cl)(Cl)Cl (stereo unspecified),-7,-1,4,4,2,-1,-1,11,4,-4
C=CCN=C1NC(c2ccccc2)C(C(=O)OC)=C(C)N1Cc1ccccc1C(F)(F)F (stereo unspecified),-6,-2,-32,-4,4,12,-8,·,6,-3
Clc1ccc2c(N/N=C/c3cccnc3)ccnc2c1,-11,-6,-4,7,8,2,0,-18,-2,-2
CC(C)CC(=O)CC1(O)C(=O)Nc2ccccc21 (stereo unspecified),4,9,1,1,1,1,4,3,-4,0
CCOC(=O)CNC(=O)C1c2ccccc2Oc2ccccc21,3,-2,1,2,0,-4,4,3,-2,0
CS(=O)(=O)N1CCC(C(=O)Nc2ccc(F)cc2F)CC1,0,2,4,7,-1,2,1,-3,-2,-1
CCN(CC)CCNC(=O)Cn1cnc2sc(C)c(S(=O)(=O)N3CC(C)CC(C)C3)c2c1=O (stereo unspecified),8,6,2,-2,1,-6,-3,6,0,-1
COc1ccc(NC(=O)c2ccc3c(c2)CCN3S(=O)(=O)c2ccccc2)cc1,-12,-6,-9,-15,8,1,-2,-30,1,-1
CN(Cc1nc(CC2CC2)no1)CC12CC3CC(CC(C3)C1)C2,6,-2,4,4,-1,-6,-3,-1,4,2
Cc1ccc(C(=O)Oc2cc(N)n(S(=O)(=O)c3ccc(F)cc3)n2)cc1,-22,-3,1,-4,4,-2,-1,1,-1,2
Cc1cc(C)c(OCCN2C(=O)NC(C)(C)C2=O)c(Cl)c1,-7,-1,3,-4,-2,0,5,6,-4,-2

# Bioassay records from PubChem.
